CRFR2-BP ag: CRF-BP/CRF-R2 complex agonism; HEK293 CRF-R2/CRF-BP, calcium dye fluorescence (FLIPR); percent of saturating CRF peptide response; activation, % at 13.2 µM; actives 0.46% (n = 350,000);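 active means activation of at least 50%, plus an integration ratio under a set limit after plate pattern correction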;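 further: plate controls were neutral control wells without compound for no effect and CRF at EC100 for full effect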
CHRM5 PAM: potentiates acetylcholine response at human M5 receptor; P08912; CHO-K1 hM5, Fluo-8 calcium, ACh EC20 PAM; 0% = ACh EC20, 100% = ACh EC100; activation, % at 3 µM; actives 0.3% (n = 360,000); AID 624038;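 active means activation above the run cutoff, the mean activation of all test compounds plus 3 SD, cut at about 18% in these data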
Target sequence (P08912 whole entry, looked up): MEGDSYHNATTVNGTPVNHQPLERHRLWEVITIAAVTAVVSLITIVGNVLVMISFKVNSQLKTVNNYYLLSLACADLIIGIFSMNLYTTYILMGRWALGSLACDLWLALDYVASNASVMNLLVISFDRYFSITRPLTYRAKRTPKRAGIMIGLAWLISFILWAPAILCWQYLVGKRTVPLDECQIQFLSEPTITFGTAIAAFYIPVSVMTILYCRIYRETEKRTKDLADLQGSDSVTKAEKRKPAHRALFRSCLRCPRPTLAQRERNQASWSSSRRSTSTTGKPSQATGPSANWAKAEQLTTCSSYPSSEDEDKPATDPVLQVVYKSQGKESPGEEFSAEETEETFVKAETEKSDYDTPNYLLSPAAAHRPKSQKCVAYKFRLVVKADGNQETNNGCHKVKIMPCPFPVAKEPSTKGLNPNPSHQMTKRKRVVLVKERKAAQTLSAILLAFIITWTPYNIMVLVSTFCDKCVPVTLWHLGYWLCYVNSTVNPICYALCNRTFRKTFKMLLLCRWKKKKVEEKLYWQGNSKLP
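Assay system: CHO-K1 hM5 cells / Incubation: Fluo-8 loading 80 min at 37 °C plus 30 min room temperature / Technique: Fluo-8 calcium dye fluorescence, kinetic read / Repeats: single replicate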
M4 ag: CHRM4 agonism in calcium assay; activation, % at 3 µM; actives 0.14% (n = 360,000); CHO-K1 hM4/Gqi5, Fluo-8 calcium fluorescence; vehicle 0%, full acetylcholine response 100%; P08173;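 active means activation above the run mean over all test wells plus 3 SD, cut at about 32% in these data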;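 further: peak over basal fluorescence ratio per well then scaled between controls; 0% = DMSO wells and 100% = acetylcholine at EC100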
CHRM4 antagonist: blocks acetylcholine activation of human M4 receptor; inhibition, % at 3 µM; actives 0.73% (n = 360,000); AID 624125; CHO-hM4 cells, ACh EC80, Fluo-8 calcium fluorescence; P08173;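 active means inhibition above its plate's cutoff, the mean inhibition of sample wells plus 3 SD, cut at about 27% in these data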;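 further: 0% = acetylcholine EC80 with DMSO and 100% = DMSO without agonist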
M1 PAM: positive allosteric modulators of human M1 muscarinic receptor; CHO-K1 hM1, Fluo-8 calcium fluorescence, ACh EC20; 0% = ACh EC20, 100% = maximal ACh; activation, % at 3 µM; actives 0.088% (n = 360,000); AID 588819; in the data active means activation above about 19%, passing the limit was not always enough
Target sequence (P11229 whole entry, looked up): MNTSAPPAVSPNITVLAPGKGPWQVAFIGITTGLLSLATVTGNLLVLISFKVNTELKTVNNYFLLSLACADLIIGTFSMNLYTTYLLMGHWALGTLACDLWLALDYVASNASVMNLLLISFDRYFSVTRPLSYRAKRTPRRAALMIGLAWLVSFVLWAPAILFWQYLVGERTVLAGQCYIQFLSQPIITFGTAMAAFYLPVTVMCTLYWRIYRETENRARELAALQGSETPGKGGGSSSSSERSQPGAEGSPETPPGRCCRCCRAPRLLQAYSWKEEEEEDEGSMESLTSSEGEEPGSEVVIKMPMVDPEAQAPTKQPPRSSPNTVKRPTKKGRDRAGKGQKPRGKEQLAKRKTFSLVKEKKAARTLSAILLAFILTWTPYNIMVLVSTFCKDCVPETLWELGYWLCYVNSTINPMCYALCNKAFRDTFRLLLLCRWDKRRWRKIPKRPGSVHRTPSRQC
CHRM1 antagonist: antagonists of human M1 muscarinic receptor; CHO-K1 hM1, Fluo-8 calcium fluorescence, ACh EC80 antagonist; inhibition, % at 3 µM; P11229; actives 1.3% (n = 360,000);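 active means percent inhibition above its own plate's cutoff, namely the mean of that plate's compound wells plus 3 SD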;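 further: peak over basal fluorescence ratio during 140 s after agonist addition; 0% = ACh EC80 plus DMSO and 100% = DMSO alone without agonist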
CHRM5 agonist: CHRM5 agonism in calcium assay; P08912; CHO-K1 hM5 cells, Fluo-8 calcium fluorescence; 0% DMSO wells, 100% maximal acetylcholine response; activation, % at 3 µM; actives 0.19% (n = 360,000); AID 624037;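 active means activation above the run's mean over test compounds plus 3 SD, cut at about 23% in these data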;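 further: signal is peak over basal fluorescence ratio across the kinetic read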
CHRM5 antagonist: antagonists of human muscarinic M5 receptor (CHRM5); inhibition, % at 3 µM; CHO-hM5 cells, Fluo-8 calcium fluorescence, ACh EC80; actives 0.59% (n = 360,000); P08912;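 active means inhibition above a per-plate cutoff, the mean of that plate's test compounds plus 3 SD, cut at about 27% in these data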;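 further: 0% = acetylcholine EC80 with DMSO and 100% = DMSO without agonist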
CHRM4 PAM: potentiates acetylcholine response at human M4 receptor; P08173; CHO-K1 hM4/Gqi5, Fluo-8 calcium fluorescence, ACh EC20; 0% = ACh EC20, 100% = maximal ACh; activation, % at 3 µM; actives 0.4% (n = 360,000);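 active means activation above its plate's cutoff, the mean activation of sample wells plus 3 SD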; further: some results filed as inactive read as strong as hits
* = called active by the depositor; / = no result given.

Every second line gives: CHRM4 antagonist	CHRM5 antagonist	CHRM1 antagonist	M4 ag	CRFR2-BP ag	CHRM5 PAM	CHRM5 agonist	M1 PAM	CHRM4 PAM
O=C(Nc1nc2ccccc2[nH]1)C1CC1
    0	10	5	-1	0.6	-1	-1	1	-2
O=C(NCCCn1ccnc1)c1cnn2c1NC(c1ccccc1)CC2C(F)(F)F (centres undefined)
    5	-5	-4	2	0.2	2	-3	3	5
O=C(CCNS(=O)(=O)c1cccc2nsnc12)NCc1ccccc1Cl
    2	-13	-4	2	-1.5	8	2	10	-1
O=C(Nc1cccc(F)c1)/C(=C\c1ccco1)NC(=O)c1cccs1
    3	4	-8	1	1.5	-3	2	5	-5
COc1ccc(Cn2c(O)c(C=Nc3ccc(C)cc3)c3ccccc3c2=O)cc1
    8	-3	-3	0	2.3	-2	0	7	-11
CS(=O)(=O)N1CCN(c2ccc(Cl)cc2[N+](=O)[O-])CC1
    -2	-3	0	1	0.9	-4	-1	7	6
Cc1ccc(Nc2c(-c3ccc(N4CCOCC4)cc3)nc3ncccn23)c(C)c1
    -16	1	-23	1	0.8	1	0	13	8
CCCS(=O)(=O)NC(=O)C1(C)CCCN(C(=O)c2c(F)ccc(C)c2F)C1 (centres undefined)
    -10	-2	-3	1	/	1	1	1	1
CCO[C@@H]1OC(C(=O)N2CCOCC2)=C[C@H](c2ccc(Br)cc2)[C@H]1CCCO
    -2	-1	14	2	-1.1	3	9	-6	7
O=C(NNc1cc(Cl)ccc1Cl)c1cccs1
    9	0	-13	1	0.2	10	3	10	-5
CCOC(=O)c1c(/N=C/C2=C(O)CC(C)(C)CC2=O)sc2c1CCCC2
    1	7	-6	0	0.6	2	-4	7	-2
Cc1cc(C)nc(NC(=O)c2cc(-c3ccc(C)s3)nc3ccccc23)c1
    -1	6	1	0	2.5	-12	-5	1	-11
CC1CCN(CCCCOc2ccc(Br)cc2)CC1
    11	5	31*	3	-0.7	-4	-8	-24	-13
CC(=O)c1cccc(-c2ccnc3c2CC(C(=O)Nc2cccc(Oc4ccccc4)c2)O3)c1 (centres undefined)
    -1	-5	-13	2	/	0	0	5	0
O=C(CNC(=O)C1CC1)Nc1ccc(F)c(F)c1F
    1	-1	-5	3	1.4	5	0	1	8

The final five entries of the part above open the next one:
Every second line gives: CHRM4 antagonist	CHRM5 antagonist	CHRM1 antagonist	M4 ag	CRFR2-BP ag	CHRM5 PAM	CHRM5 agonist	M1 PAM	CHRM4 PAM
CCOC(=O)c1c(/N=C/C2=C(O)CC(C)(C)CC2=O)sc2c1CCCC2
    1	7	-6	0	0.6	2	-4	7	-2
Cc1cc(C)nc(NC(=O)c2cc(-c3ccc(C)s3)nc3ccccc23)c1
    -1	6	1	0	2.5	-12	-5	1	-11
CC1CCN(CCCCOc2ccc(Br)cc2)CC1
    11	5	31*	3	-0.7	-4	-8	-24	-13
CC(=O)c1cccc(-c2ccnc3c2CC(C(=O)Nc2cccc(Oc4ccccc4)c2)O3)c1 (centres undefined)
    -1	-5	-13	2	/	0	0	5	0
O=C(CNC(=O)C1CC1)Nc1ccc(F)c(F)c1F
    1	-1	-5	3	1.4	5	0	1	8
Nc1nc2cc(S(=O)(=O)N3CCOCC3)ccc2o1
    -4	17	-12	1	-5.2	5	1	6	4
O=C(O)c1cc(-c2ccc3c(c2)OCO3)nc2ccc(Cl)cc12
    7	6	-5	1	-0.7	2	-3	9	9
C[C@@H]1CN([C@H](C)CO)C(=O)CCCn2nncc2CO[C@@H]1CN(C)C(=O)Nc1cccc2ccccc12
    -10	-8	-7	1	-0.1	8	0	4	5
O=C(NCCC1=CCCCC1)c1ccc(-n2cncn2)c([N+](=O)[O-])c1
    -28	2	-3	6	0.3	0	-2	6	6
O=C(NC(=S)Nc1ccc(Br)cc1)C1CCC1
    7	9	-4	-2	2.5	-3	-5	0	-2
O=C1CN(C(=O)COC(=O)COc2ccc3c(c2)CCC3)c2ccccc2N1
    0	0	-8	8	-0.8	-5	-3	1	6
CCN(Cc1ccccc1)C(=O)c1ccc(N(C)S(=O)(=O)c2ccc(C)cc2)cc1
    -5	8	-12	6	2.1	-10	-1	4	-4
Cc1cc(NC(=O)CN2CCN(c3ccccc3O)CC2)no1
    3	5	7	0	-1.2	0	1	-6	5
Cc1ccc(-c2nn(-c3ccccc3)cc2CNCc2ccccc2)cc1
    19	-2	6	5	10	1	4	9	-2
COc1ccc(-c2noc(CN(C)C(=O)c3ccco3)n2)cc1
    -7	8	-6	3	-1.2	0	0	6	-4
CC(=O)N(c1ccc2oc(=O)sc2c1)S(=O)(=O)c1cccc2cccnc12
    14	20	-5	0	0.3	-7	-2	4	-5
O=C(NC(=S)Nc1cc([N+](=O)[O-])ccc1O)C1CC1
    3	17	1	0	-0.7	-6	-2	9	2
CC(Sc1ccc(S(=O)(=O)N(C)C)cn1)C(=O)NC1CCCC1 (centres undefined)
    3	9	-9	1	-1.4	2	3	15	3
O=C(O)c1ccccc1C(=O)Nc1ccc(S(=O)(=O)NC2CCCCC2)cc1
    6	11	3	3	-0.8	-7	-7	-2	0
COc1ccccc1NS(=O)(=O)c1cc(C(=O)NCc2cccnc2)ccc1C
    -20	-9	-26	3	0.7	1	5	16	3

Continued:
Every second line gives: CHRM4 antagonist	CHRM5 antagonist	CHRM1 antagonist	M4 ag	CRFR2-BP ag	CHRM5 PAM	CHRM5 agonist	M1 PAM	CHRM4 PAM
CCCCn1c(N)c(N(CCC(C)C)C(=O)CSc2nnc3ccccn23)c(=O)[nH]c1=O
    7	7	-11	0	2.7	1	1	13	8
O=C(NCCc1cccnc1)C1CCC(=O)N(Cc2ccc(Cl)cc2)C1 (centres undefined)
    -8	2	-15	1	0.8	1	-5	12	7
Cc1ccc(CN2CCN(Cc3cccc(OCCO)c3)CC2CCO)o1 (centres undefined)
    0	12	-7	0	-0.1	-4	-2	8	6
Cc1sc(NC(=O)c2cccc(N3C(=O)CCC3=O)c2)nc1-c1ccccc1
    4	14	2	3	0.1	-1	7	2	3
CC(C)N(Cc1ccccc1)C(=O)COC(=O)c1cnc(Cl)c(Cl)c1
    -2	13	-6	4	-2.5	-8	-6	-4	0
O=C(CSc1nc2ccc(N3CCOCC3)cc2c(=O)n1CCc1ccccc1)NCC1CCCO1 (centres undefined)
    0	13	11	13	-2.8	-10	1	-4	3
CN(C)S(=O)(=O)c1cc(NC(=O)CN2C(=O)NC3(CCCc4ccccc43)C2=O)ccc1Cl (centres undefined)
    5	4	-8	3	0.4	-4	0	-2	-6
CCCc1cc(Nc2cccc(OC)c2)n2ncnc2n1
    2	11	-4	-2	1.9	-5	-2	7	4
CNC(=S)NNc1nncc2ccccc12
    -1	4	-15	1	-1.5	1	-1	17	6
COCCN(C(=O)CSc1cc(C)c2ccccc2n1)c1c(N)n(CC(C)C)c(=O)[nH]c1=O
    -30	1	-4	1	-1.9	-3	-5	8	14
O=C(c1ccco1)N1CCC(c2ccccc2)C1 (centres undefined)
    -7	-3	-16	0	0.6	-3	0	0	-1
CC(C)Cn1c(N)c(C(=O)NCC2CCCO2)c2nc3ccccc3nc21 (centres undefined)
    10	9	-5	9	1.6	-6	5	8	-5
COc1ccc2nc3cc(Cl)ccc3c(Nc3ccc(O)c(CN4CCN(C)CC4)c3)c2c1
    -11	-6	11	0	-1.9	7	-11	-15	-1
CCCOc1ccccc1C1CC(=O)NC2=C1C(=O)CCC2 (centres undefined)
    6	-2	-21	3	2.9	5	-1	7	4
COc1ccc(NC(=O)CSc2ccccc2)c([N+](=O)[O-])c1
    -6	1	22	0	2.4	4	-15	-11	-8

Arranged by value in M1 PAM (low to high): 4 from the list above.
Every second line gives: CHRM4 antagonist	CHRM5 antagonist	CHRM1 antagonist	M4 ag	CRFR2-BP ag	CHRM5 PAM	CHRM5 agonist	M1 PAM	CHRM4 PAM
CN(C)S(=O)(=O)c1cc(NC(=O)CN2C(=O)NC3(CCCc4ccccc43)C2=O)ccc1Cl (centres undefined)
    5	4	-8	3	0.4	-4	0	-2	-6
O=C(CNC(=O)C1CC1)Nc1ccc(F)c(F)c1F
    1	-1	-5	3	1.4	5	0	1	8
O=C(O)c1cc(-c2ccc3c(c2)OCO3)nc2ccc(Cl)cc12
    7	6	-5	1	-0.7	2	-3	9	9
CNC(=S)NNc1nncc2ccccc12
    -1	4	-15	1	-1.5	1	-1	17	6

(listing goes on)
Every second line gives: CHRM4 antagonist	CHRM5 antagonist	CHRM1 antagonist	M4 ag	CRFR2-BP ag	CHRM5 PAM	CHRM5 agonist	M1 PAM	CHRM4 PAM
CC(=O)NC1=NN(C(C)=O)C(C)(c2ccc(C)o2)S1 (centres undefined)
    2	4	-7	1	-1.3	-6	-6	10	3
Cc1cccc(NC(=O)NCC2CCN(c3ccc(S(=O)(=O)N4CCOCC4)cc3)CC2)c1
    -7	-13	-5	5	1.6	10	1	12	1
COc1ccc(Cl)cc1S(=O)(=O)N1CCCC(C(=O)N2CCCC2)C1 (centres undefined)
    -3	1	-13	1	0.4	4	-3	20	3
CCOc1ccc(Nc2ncnc(N)n2)cc1
    -9	-6	-34	0	-0.7	5	-1	11	15
COc1ccc2c(c1)oc(=O)c1ccccc12
    -17	3	-12	4	-2.3	-4	1	9	10
Cc1nc2c(=O)n(C)c(=O)n(C)c2nc1Cl
    25	28*	10	-2	-0.9	-12	-3	-2	-12
CN(CC(=O)Nc1cccc(F)c1)C(=O)C1CC(=O)N(CCc2ccccc2)C1 (centres undefined)
    -7	4	-10	1	-0.8	1	1	8	6
CC(C)(COC(=O)c1ccccc1)N1CC2CCC(C1)O2
    -16	-7	-29	0	0.0	10	2	16	8
CC(C)c1nnc(NC(=O)CCC(=O)NC2CC2)s1
    -11	-4	12	2	-0.7	7	-4	-5	4
CCOC(=O)N1CCC(NC(=O)c2ccc3c(c2)N(Cc2ccccc2)CCS3)CC1
    -7	3	-6	1	-2.1	-10	2	-2	-8
COc1ccccc1OC1=NS(=O)(=O)c2ccccc21
    6	-3	-18	0	-1.2	-2	-2	4	3
Cc1cc(Oc2ccccc2)nc(N2CCOCC2)n1
    9	1	-14	0	0.0	-5	-2	-5	1
OCCn1ccc(-c2ccccc2OCc2ccc(F)cc2)n1
    -9	-10	-3	2	4.1	7	-7	-1	-12
O=C(CCN1CCOCC1)N/N=C/c1cc(Br)cc(Br)c1O
    1	11	-9	0	7.2	-7	-4	1	-9

Compound profiles (already shown). Values in the order: CHRM4 antagonist	CHRM5 antagonist	CHRM1 antagonist	M4 ag	CRFR2-BP ag	CHRM5 PAM	CHRM5 agonist	M1 PAM	CHRM4 PAM
OCCn1ccc(-c2ccccc2OCc2ccc(F)cc2)n1 in the list: -9	-10	-3	2	4.1	7	-7	-1	-12
CC(C)(COC(=O)c1ccccc1)N1CC2CCC(C1)O2 in the list: -16	-7	-29	0	0.0	10	2	16	8
O=C(CCN1CCOCC1)N/N=C/c1cc(Br)cc(Br)c1O in the list: 1	11	-9	0	7.2	-7	-4	1	-9

Screening data as filed in PubChem.
